LRH-1 inv ag: suppresses constitutive activity of human LRH-1. HEK293T StAR-luciferase reporter, LRH-1 transfected, 24 h. inhibition, % at 3.6 µM. actives 0.13% (n = 360,000). AID 602396;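 active = inhibition above the mean inhibition of all tested compounds plus 3 SD, cut at about 73% in these data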;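 also: 0% = DMSO wells and 100% = reporter-only cells lacking LRH-1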
TWEAK-Fn14 inh: TWEAK-Fn14 signaling inhibition. actives 2% (n = 360,000). inhibition, % at 10 µM. AID 1159606. TWEAK-stimulated Fn14 reporter cells, luciferase luminescence, 8 h; in the data active = inhibition above about 50%
COUP-TFII inh: blocks human COUP-TFII nuclear receptor; P24468; HEK293T NGFI-A luciferase reporter, luminescence; inhibition, % at 8.6 µM; actives 0.7% (n = 370,000); AID 686940;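 active = inhibition above a per-plate cutoff, mean inhibition of test wells between control levels plus 3 SD, cut at about 38% in these data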;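 also: cells cotransfected with COUP-TFII expression vector driving the NGFI-A reporter; 0% = median of COUP-TF2 test wells and 100% = reporter-only cells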
TLR9-MyD88 block: blocks human TLR9 binding to MyD88; CHO BLA complementation TLR9-MyD88, CCF4 FRET ratio; AID 504734; actives 0.21% (n = 340,000); inhibition, % at 4.98 µM;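 active = inhibition above the mean over all tested compounds plus 3 SD, cut at about 21% in these data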;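 also: 0% = DMSO only wells and 100% = clavulanate BLA inhibitor control wells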
SRC1 inh: human NCOA1 inhibition. Q15788. HEK293 GAL4-SRC1 luciferase reporter, luminescence. inhibition, % at 3.6 µM. actives 0.12% (n = 360,000);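 active = inhibition above the campaign mean plus 3 SD, with each screening campaign given its own cutoff, cut at about 60% in these data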;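 also: 0% = DMSO treated cells and 100% = gossypol at 36 µM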
Target sequence (Q15788 whole entry, looked up, the tested form may be a part): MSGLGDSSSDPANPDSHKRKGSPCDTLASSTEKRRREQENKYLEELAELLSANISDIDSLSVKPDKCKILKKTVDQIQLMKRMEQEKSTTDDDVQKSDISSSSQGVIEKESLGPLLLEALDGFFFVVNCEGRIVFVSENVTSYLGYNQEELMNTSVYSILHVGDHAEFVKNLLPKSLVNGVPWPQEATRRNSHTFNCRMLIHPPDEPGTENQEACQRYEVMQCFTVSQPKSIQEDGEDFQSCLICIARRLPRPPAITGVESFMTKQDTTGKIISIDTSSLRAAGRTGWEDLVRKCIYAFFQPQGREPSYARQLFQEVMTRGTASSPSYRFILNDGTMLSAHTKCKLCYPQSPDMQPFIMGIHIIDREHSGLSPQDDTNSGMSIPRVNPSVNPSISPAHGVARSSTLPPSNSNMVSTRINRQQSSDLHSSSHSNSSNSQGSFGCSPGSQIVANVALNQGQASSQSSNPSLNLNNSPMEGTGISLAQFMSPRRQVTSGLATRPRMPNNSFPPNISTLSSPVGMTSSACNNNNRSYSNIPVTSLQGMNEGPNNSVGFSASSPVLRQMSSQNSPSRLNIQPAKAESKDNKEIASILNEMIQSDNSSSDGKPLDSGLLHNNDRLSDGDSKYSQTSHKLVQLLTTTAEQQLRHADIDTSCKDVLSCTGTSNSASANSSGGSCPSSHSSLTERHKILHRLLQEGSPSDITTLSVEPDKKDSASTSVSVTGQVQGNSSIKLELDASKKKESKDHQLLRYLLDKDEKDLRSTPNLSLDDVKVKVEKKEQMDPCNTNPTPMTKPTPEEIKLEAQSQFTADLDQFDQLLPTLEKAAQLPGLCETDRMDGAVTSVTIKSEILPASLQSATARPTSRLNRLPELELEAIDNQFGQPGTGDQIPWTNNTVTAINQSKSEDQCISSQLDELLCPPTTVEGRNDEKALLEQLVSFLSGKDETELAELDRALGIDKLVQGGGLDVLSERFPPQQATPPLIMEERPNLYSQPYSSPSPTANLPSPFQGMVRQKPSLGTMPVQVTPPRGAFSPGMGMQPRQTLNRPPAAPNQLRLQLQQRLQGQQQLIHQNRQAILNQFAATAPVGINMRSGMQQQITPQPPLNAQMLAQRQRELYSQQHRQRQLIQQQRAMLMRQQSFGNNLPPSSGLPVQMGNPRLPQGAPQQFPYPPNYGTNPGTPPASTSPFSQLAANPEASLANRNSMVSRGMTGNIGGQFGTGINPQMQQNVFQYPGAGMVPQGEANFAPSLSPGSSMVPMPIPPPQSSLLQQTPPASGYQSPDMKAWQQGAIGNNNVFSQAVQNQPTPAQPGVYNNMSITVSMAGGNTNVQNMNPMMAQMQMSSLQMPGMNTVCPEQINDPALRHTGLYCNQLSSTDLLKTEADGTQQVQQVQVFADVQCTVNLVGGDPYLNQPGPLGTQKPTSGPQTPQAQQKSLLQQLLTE
TROY NFkB inh: TROY signaling inhibition. Q293 LMP1-TROYcd NF-kB luciferase reporter, 4 h. inhibition, % at 10 µM. actives 0.98% (n = 360,000);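 active = compounds whose plate-normalised and pattern-corrected inhibition of the luciferase reporter signal at the single screening dose is 50% or more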
NOD2 RIPK2 PPI: inhibitors of human NOD2-RIPK2 interaction | O43353 | CHO BLA complementation NOD2-RIPK2, CCF4 ratio | inhibition, % at 4.98 µM | actives 0.38% (n = 360,000); in the data active = inhibition above about 21%;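 also: 0% = vehicle only and 100% = reference blocker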
SRC2 inh: human SRC2 (NCOA2) inhibition | HEK293 GAL4-SRC2 luciferase reporter, luminescence | inhibition, % at 9 µM | actives 0.17% (n = 370,000);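 active = inhibition above the mean inhibition of all tested compounds plus 3 SD, set per campaign, cut at about 52% in these data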;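 also: 0% = DMSO treated cells and 100% = cells given Gossypol at 36 µM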
C8 TRAIL sens: sensitizes caspase-8 expressing cells to TRAIL; NB7+C8 cells + TRAIL, ATPlite viability luminescence; inhibition (viability loss, TRAIL sensitization), % at 10 µM; actives 1% (n = 360,000);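 active = compounds causing at least 50% loss of cell viability in the single-dose screen, relative to plate controls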
EBV LMP1 NFkB: reduces LMP1-driven NF-kappaB luciferase signal | AID 504558 | inhibition, % at 12.5 µM | actives 0.69% (n = 350,000) | LMP1-induced NF-kappaB luciferase reporter cells, luminescence; in the data active = inhibition above about 41%;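 also: 0% = neutral control wells and 100% = reference inhibitor control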
SRC3 inh: human NCOA3 inhibition. Q9Y6Q9. HEK293 GAL4-SRC3 luciferase reporter, luminescence. inhibition, % at 3.6 µM. actives 0.17% (n = 360,000);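 active = inhibition above a per-campaign cutoff, the mean of all compounds plus 3 SD, cut at about 60% in these data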;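 also: 0% = DMSO-treated cells and 100% = gossypol-treated cells at 36 µM; higher means less SRC3-driven luciferase light from the GAL4 reporter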
Active calls of the source: *; . = not tested or not shown. A portion of the library (hit frequency here may not be typical).

SMILES	LRH-1 inv ag	TWEAK-Fn14 inh	COUP-TFII inh	TLR9-MyD88 block	SRC1 inh	TROY NFkB inh	NOD2 RIPK2 PPI	SRC2 inh	C8 TRAIL sens	EBV LMP1 NFkB	SRC3 inh
COc1ccc(NC(=O)Nc2cc(C)ccn2)cc1	-132	39	-29	0	-95	-15	0	-109	59*	32	-83
Cc1cc(/C=N/NC(=O)Cn2c3ccccc3c(=O)c3ccccc32)c(C)n1-c1ccc(Cl)cc1	20	4	13	-12	10	11	-7	23	7	5	10
CC(=NNS(=O)(=O)c1ccc([N+](=O)[O-])cc1)c1ccc(C)cc1	7	26	12	10	-8	7	-8	-28	-10	-23	-7
O=C(COc1ccc(S(=O)(=O)N2CCOCC2)cc1Cl)NC1CCCCC1	16	11	-11	-4	8	-7	-8	6	-4	-4	8
COc1ccc(S(=O)(=O)N(Cc2cc3cc(C)ccc3[nH]c2=O)CC2CCCO2)cc1 (stereo unspecified)	-1	12	-8	3	-21	-23	-14	-10	-4	-4	6
COc1ccc(C(=O)OCC(=O)c2ccc(Cl)s2)c(OC)c1OC	-11	-39	2	4	1	-25	-6	-36	7	0	-26
CCCN(CC1CCCO1)C(=O)c1cc(COc2ccc(F)cc2F)on1 (stereo unspecified)	7	6	-1	-1	-4	11	-5	-21	-15	1	-1
CN(C)CC#Cc1cccc(-c2nc(C(=O)O)cc3c2[C@@H](CCO)N(S(=O)C(C)(C)C)C3)c1 (stereo partly specified)	6	10	-9	.	11	-4	-8	2	-1	.	16
CCn1c(SCc2nc3ccccc3s2)nc2cc(S(=O)(=O)N3CCOCC3)ccc21	-56	9	-16	-2	-98	5	2	-12	-3	-42	-80
COC(=O)C(C)NC(=O)C1CCCN1C(=O)CNC(=O)OCc1ccccc1 (stereo unspecified)	-12	5	9	-4	6	2	-7	-9	-2	2	13
Cc1ccc(-n2c(SCC(=O)N3Cc4ccccc4CC3C(=O)O)nnc2-c2cccnc2)c(C)c1 (stereo unspecified)	-12	12	10	9	6	6	3	-34	-1	15	4
COc1ccccc1-c1csc(C(C)(NC(C)=O)c2ccccc2)n1 (stereo unspecified)	-8	-15	4	.	3	-18	-8	10	20	.	-10
COCC(C)n1c(C)cc(C(=O)COC(=O)c2ccc(N3CCCC3=O)cc2)c1C (stereo unspecified)	2	16	3	3	-1	-7	-14	-21	7	3	2
CC(=O)NCCc1ccc(S(=O)(=O)Nc2cccnc2)cc1	3	-19	-16	0	3	-4	0	-9	-2	10	-17
Cc1cccnc1NC(=O)c1ccc(Cl)c(S(=O)(=O)N2CCCC2)c1	14	14	11	-9	2	9	-10	-5	3	-1	-6
Cc1ccc(CCNC(=O)C2CCCN(S(=O)(=O)c3c(C)noc3C)C2)cc1 (stereo unspecified)	-2	17	4	-2	-2	6	-10	3	-5	0	5
CCOc1ccc(NC(=O)Cc2c(O)c3ccccc3[nH]c2=O)cc1	-13	3	-2	-4	-17	-51	-1	4	-8	4	-18
O=C(CCN1N=C(c2ccccc2)CCC1=O)NC1CCCC1	-6	-18	0	-1	13	-3	-8	-31	4	0	-3
CCC1CCCCN1CCCNC(=O)c1ccc(CS(=O)(=O)Cc2ccc(Cl)cc2)o1 (stereo unspecified)	24	-13	2	6	0	11	-2	5	2	-2	17
Cc1ccccc1NC1c2ccccc2C(=O)N1Cc1ccco1 (stereo unspecified)	-15	21	5	-12	-8	-2	-10	6	-10	-13	-3
C[C@H](CO)N1C[C@H](C)[C@@H](CN(C)S(=O)(=O)c2ccc(F)cc2)Oc2c(NC(=O)Nc3ccc(C(F)(F)F)cc3)cccc2C1=O	17	3	5	-6	17	27	-9	26	23	3	11
CCOc1ccccc1N1CCN(C(=O)c2ccc(OCC(=O)N3CCOCC3)c(OC)c2)CC1	1	1	1	9	2	13	3	-33	-7	-6	0
COc1ccccc1OCCNC(=O)/C=C/c1ccc([N+](=O)[O-])cc1	13	1	-1	1	-1	0	3	-17	-7	-4	9
COc1ccc(C(=O)N2CCCC(Nc3ccc(C)c(C)c3)C2)cc1F (stereo unspecified)	1	8	-3	12	-7	-3	0	-3	-11	0	21
CC1=C(C(=O)N(C)C)CC(CC(=O)NCc2cccc3ccccc23)C(=O)N1Cc1ccccc1 (stereo unspecified)	0	-2	3	-5	-5	14	-12	11	-9	2	-7
Cc1occc1-c1n[nH]c(=S)n1-c1ccccc1	5	-4	4	7	-22	-9	-3	5	-3	3	3
COc1cc(OC)c(NC(=S)Nc2cccc(C(C)=O)c2)cc1Cl	4	7	7	10	14	.	-5	2	-11	0	-3
CCCCN1C(=O)NC(NC(=O)C2CC2)(C(F)(F)F)C1=O (stereo unspecified)	-5	2	-7	2	-6	17	-14	0	-2	-3	8
Cn1c(SCc2ccon2)nc2ccccc2c1=O	-51	18	19	-3	10	-5	-18	-1	-4	0	1
CCNC(=O)N(C)c1nncnc1C(=O)NC	-3	5	-12	-3	-13	-32	-5	-9	3	-1	-5
COc1ccc(C(=O)N2CCCC(Nc3ccc(F)c(F)c3)C2)c(OC)n1 (stereo unspecified)	-2	6	-1	-5	-2	-36	-6	10	0	-8	-19
CN(C(=O)C1CCOC1)c1nnc(-c2cnccn2)s1 (stereo unspecified)	-1	-2	-27	-5	-10	-34	0	-41	-5	-7	-4
CC(C)[C@H](NC(=O)N1CCn2c1nc1ccccc12)C(=O)NCC1CCCO1 (stereo partly specified)	22	5	-7	-1	-3	-16	-14	9	-1	-2	23
CCOc1ccccc1NC(=O)CCNS(=O)(=O)c1cccc2nsnc12	3	14	-13	-8	-16	1	4	-1	6	2	-6
COc1ccc(CCn2c(N)c(C(=O)NCc3ccco3)c3nc4ccccc4nc32)cc1	23	61*	21	-9	-9	65*	-10	2	-44	-12	-17
O=C(NN1C(=O)C2C(c3ccccc3)C=CC(c3ccccc3)C2C1=O)c1ccncc1 (stereo unspecified)	-1	-6	19	-5	-11	0	-11	-19	-17	-10	13
Cc1nc(CSc2ccc(Cl)cc2)cc(N2CC(C)OC(C)C2)n1 (stereo unspecified)	2	3	6	16	3	0	-15	-1	0	7	4
CCN(CC)c1ccc(-c2n[nH]c(=S)n2-c2ccccc2C)cc1	2	1	13	6	-7	-5	-3	0	-2	4	0
O=C(/C=C/c1c(F)cccc1Cl)NCCCN1CCOCC1	-1	19	-8	-1	-8	6	1	5	-1	1	-2
CC1CC(C)CN(C(=O)CN2C(=O)NC3(CCCCCC3)C2=O)C1 (stereo unspecified)	-12	6	-11	-1	-27	-6	10	19	3	4	-14
Cc1ccc2sc(NC(=O)CN3C(=O)CCC3=O)nc2c1C	9	-21	2	-1	-11	4	-12	2	13	2	-9
COCCCNC(=O)c1csc([C@@H]2O[C@H](CO)[C@H](O)[C@H](O)[C@H]2O)n1	19	9	0	.	6	-12	6	6	-5	.	-9
CCOCCCNC(=O)CCn1nc(-c2ccc(Cl)cc2)ccc1=O	1	-5	-6	12	-28	10	0	-10	-14	-3	-5
CN(C)S(=O)(=O)c1ccc(C(=O)NCC(=O)N/N=C/c2cccs2)cc1	4	0	6	-1	3	-7	1	-8	-3	-8	20
O=C(CSc1n[nH]c(-c2ccncc2)n1)Nc1ccc(Br)cc1	35	11	14	-19	-1	8	-18	-7	12	-1	-2
O=C(Nc1nc(-c2cc3ccccc3oc2=O)cs1)c1ccc(Br)o1	-7	-16	-3	-7	-8	-4	1	-21	6	-2	-23
COCC(=O)/C=C1\Sc2ccccc2N1C	-24	10	-7	4	-6	-5	-9	-27	-26	3	-5
Cc1c(C(=O)Nc2cc(F)ccc2F)sc2nc3n(c(=O)c12)CCCCC3	-32	-48	-32	5	-32	-29	7	-3	21	-42	-52

Entries of single compounds from above. Order of screens: LRH-1 inv ag	TWEAK-Fn14 inh	COUP-TFII inh	TLR9-MyD88 block	SRC1 inh	TROY NFkB inh	NOD2 RIPK2 PPI	SRC2 inh	C8 TRAIL sens	EBV LMP1 NFkB	SRC3 inh
CC1CC(C)CN(C(=O)CN2C(=O)NC3(CCCCCC3)C2=O)C1 (stereo unspecified) in the list: -12	6	-11	-1	-27	-6	10	19	3	4	-14
COCC(=O)/C=C1\Sc2ccccc2N1C in the list: -24	10	-7	4	-6	-5	-9	-27	-26	3	-5
Cc1c(C(=O)Nc2cc(F)ccc2F)sc2nc3n(c(=O)c12)CCCCC3 in the list: -32	-48	-32	5	-32	-29	7	-3	21	-42	-52
CCN(CC)c1ccc(-c2n[nH]c(=S)n2-c2ccccc2C)cc1 in the list: 2	1	13	6	-7	-5	-3	0	-2	4	0
O=C(CSc1n[nH]c(-c2ccncc2)n1)Nc1ccc(Br)cc1 in the list: 35	11	14	-19	-1	8	-18	-7	12	-1	-2

(more compounds)
SMILES	LRH-1 inv ag	TWEAK-Fn14 inh	COUP-TFII inh	TLR9-MyD88 block	SRC1 inh	TROY NFkB inh	NOD2 RIPK2 PPI	SRC2 inh	C8 TRAIL sens	EBV LMP1 NFkB	SRC3 inh
CCC(=O)Nc1ccc(NC(=O)c2ccco2)c(OC)c1	-64	-22	-19	-5	-52	-14	-1	-41	-1	-18	-15
CC(C)c1ccc(NC(=O)C(=O)c2cn(CC(=O)N3CCCCC3)c3ccccc23)cc1	-16	0	5	6	3	-20	-1	-14	-6	-5	11
c1c2c(cc3sc(N4CCOCC4)nc13)OCCO2	-96	92*	7	-5	-39	55*	1	3	78*	62*	-31
O=C(CN1CCN(c2ccc(F)cc2)CC1)N1CCC(Cc2ccccc2)CC1	19	-24	10	1	13	0	-6	-5	6	-3	20
O=C(NCc1ccco1)/C(=C/c1ccc([N+](=O)[O-])cc1)NC(=O)c1ccco1	8	6	2	1	-8	2	0	0	18	-4	4
COc1cc(OC)cc(-c2nnc(NC(=O)Cc3ccc(F)cc3)o2)c1	7	-26	-4	-9	-7	7	-6	-16	3	3	-72
CN(Cc1ccccc1)S(=O)(=O)c1ccc(Cl)c(C(=O)NCc2cccnc2)c1	6	-2	19	-8	-11	18	5	5	-1	5	9
O=C(NC(=S)Nn1cnnc1)c1ccccc1Cl	-20	-8	-9	-3	4	10	5	-2	0	-8	-4
CC(=O)OCc1nc2sc3c(c2c(=O)[nH]1)CCCC3	11	8	8	-6	-10	-24	-8	-19	1	-2	22
COc1ccc(N2CCN(C3CCCN(Cc4cccc(OC)c4)C3)CC2)cc1 (stereo unspecified)	7	-14	-2	1	5	-13	-3	-1	1	6	-11
COC(C(=O)Nc1cccc([N+](=O)[O-])c1)c1ccccc1 (stereo unspecified)	-5	3	-3	10	-63	2	-2	17	-7	38	3
COc1ccc(N(CC(=O)NCC2CCCO2)S(=O)(=O)c2ccccc2)cc1OC (stereo unspecified)	4	2	13	-4	1	-1	-1	-13	-4	-3	1
COc1ccc(-c2oc3ccc(-c4cc(OC)c(OC)c(OC)c4)cc3c2C#Cc2ccccn2)cc1	-1	0	-5	-5	-32	2	5	10	36	6	0
COc1cccc(Nc2nc(CN3CCOCC3)nc3sc4c(c23)CCCC4)c1	24	-11	-4	4	6	-10	4	-23	5	-4	14
Cc1ccc(-c2csc(NC(=O)c3cccs3)n2)cc1	-127	17	-28	2	-79	11	-2	-23	7	-24	-55
O=c1cc(-c2ccc(O)cc2)oc2cc(O)cc(O)c12	-116	-6	-11	1	-75	-5	-3	10	11	-1	-81
